Screening data (PubChem BioAssay)
NCI-60 one-dose screen, 48 h, at 10 µM unless noted. Numbers give growth in % (100 = growth as untreated, 0 = no growth, -100 = all killed).
BT-549 = BT-549 breast cancer. actives 4.4% (n = 78,000)
SK-MEL-28 = SK-MEL-28 melanoma | AID 1794761 | actives 4.1% (n = 81,000)
T-47D = T-47D breast cancer; actives 5% (n = 79,000)
HS 578T = HS 578T breast cancer; actives 4.1% (n = 78,000); AID 1794788
UACC-257 = UACC-257 melanoma | actives 4.4% (n = 78,000)
SK-MEL-2 = SK-MEL-2 melanoma; actives 4.7% (n = 77,000); AID 1794763
MALME-3M = MALME-3M melanoma | actives 5.8% (n = 78,000)
UACC-62 = UACC-62 melanoma; actives 5.4% (n = 81,000); AID 1794756
Starred values were filed as active, the others as inactive; x = no result given; & = joins results of further samples. The calls were made as follows: active = growth percent below 10; inactive = the rest.

SMILES	BT-549	SK-MEL-28	T-47D	HS 578T	UACC-257	SK-MEL-2	MALME-3M	UACC-62
O=C1/C(=C/c2ccc(OCCCOc3ccccc3)cc2)N=C2SCCCN12	96	101	77	73	97	98	126	87
O=C(CSc1nc2sc3c(c2c(=O)n1-c1ccc(Cl)cc1)CCCC3)Nc1nc(-c2ccccc2)cs1	102	108	103	104	104	99	108	88
CC(C)=CCC/C(C)=C\C=N\NS(=O)(=O)c1ccc([N+](=O)[O-])cc1	87	104	99	112	99	106	107	92
Cc1ccc(-c2nn(-c3ccccc3)cc2C2SCC(=O)N2c2ccccc2)cc1 (centres undefined)	115	110	101	102	109	114	103	101
COc1ccc(-c2cc(Cc3cccs3)c(=O)n(Cn3ccnc3)n2)cc1	119	119	96	113	106	x	131	100
CN(Cc1ccccc1)C(=O)N/C(N)=N/c1nc2ccccc2s1	71	105	56	107	63	96	102	63
O=C(Cn1cc(CSc2nnc3oc4ccccc4n23)nn1)Nc1ccc(F)cc1F	113	104	89	90	104	96	103	85
O=C1/C(=N\c2nnc(-c3ccc(Cl)cc3)s2)c2ccccc2N1Cc1ccccc1	107	110	100	102	113	103	108	83
Nc1c(C(=O)Nc2c(Cl)cccc2Cl)sc2nc3c(cc12)CCCC3	90	x	69	82	x	76	59	x
Cc1nnc(SCC(=O)Nc2ccc(-c3ccccc3)cc2)s1	96	98	97	107	20	93	90	89
CCCCCCCC/C=C/CCCCCCCC1=NC(C)(C)CN1CCO	78	-68*	0.5*	35	20	-44*	65	-64*
O=C(Oc1cccc(OC(=O)c2ccc(Cl)cc2)c1)c1ccc(Cl)cc1	103	125	100	113	117	139	113	106
Cc1cc(C)cc([N+](=O)[O-])c1	x	123	110	95	108	x	143	101
N#Cc1nc(Cc2cccc3ccccc23)oc1N1CCN(C(c2ccccc2)c2ccccc2)CC1	113	105	80	115	114	127	x	91
CCCNc1ccc(S(=O)(=O)c2ccc(N)cc2)cc1	x	x	96	124	112	115	104	95
COc1ccc([C@@H]2[C@@H](Oc3ccccc3)C(=O)N2c2cc(OC)c(OC)c(OC)c2)cc1F	1.4*	49	87	26	57	x	65	0.1*
CCC(=O)OC1CCCCC1	106	102	103	98	112	113	115	99
COc1ccc(-c2nc(N/N=C/c3ccccc3F)nc(N3CCOCC3)c2C#N)cc1	113	99	96	99	111	100	111	103
O=C(CN1CCc2ccccc21)NC1=Nc2ccccc2C(=O)NN1	98	113	98	110	104	95	88	100
O=C(N/N=C/c1cccc(Oc2ccccc2)c1)c1cnn2c1NC(c1ccccc1)C2 (centres undefined)	96	63	54	17	62	82	40	50
C/C(CC(C)C)=C(/C)C1CC1CCNS(=O)(=O)c1ccc(C)cc1 (centres undefined)	106	104	65	97	93	100	x	74
O=c1[nH]cnc(O)c1C1C=CC=CC=C1	92	113	107	105	113	110	x	102
O=[N+]([O-])c1ccc(Nc2ccccc2)c([N+](=O)[O-])c1	x	121	98	x	114	x	126	98
NS(=O)(=O)c1ccc(CCN2C(=O)C3C(C2=O)C2(Cl)C(Cl)=C(Cl)C3(Cl)C2(Cl)Cl)cc1 (centres undefined)	95	108	94	97	110	99	91	75
NC1=NC2(CCCCCC2)N(c2ccc(S(=O)(=O)Nc3ccccn3)cc2)C(N)=N1	95	106	101	104	99	105	106	98

An excerpt from above in order of SMILES length, rising.
SMILES	BT-549	SK-MEL-28	T-47D	HS 578T	UACC-257	SK-MEL-2	MALME-3M	UACC-62
COc1ccc(-c2nc(N/N=C/c3ccccc3F)nc(N3CCOCC3)c2C#N)cc1	113	99	96	99	111	100	111	103
O=C(N/N=C/c1cccc(Oc2ccccc2)c1)c1cnn2c1NC(c1ccccc1)C2 (centres undefined)	96	63	54	17	62	82	40	50
CC(C)=CCC/C(C)=C\C=N\NS(=O)(=O)c1ccc([N+](=O)[O-])cc1	87	104	99	112	99	106	107	92
N#Cc1nc(Cc2cccc3ccccc23)oc1N1CCN(C(c2ccccc2)c2ccccc2)CC1	113	105	80	115	114	127	x	91

Following part:
SMILES	BT-549	SK-MEL-28	T-47D	HS 578T	UACC-257	SK-MEL-2	MALME-3M	UACC-62
CCCCCCN1C(=O)C2CCC(=O)N2C1N(C)C (centres undefined)	105	101	91	106	112	x	104	109
CCOC(=O)C(c1ccccc1)(c1ccccc1)c1ccccc1	107	112	86	101	94	99	99	88
CN=C1C=C/C(=N/N=c2/ccn(O)cc2C)C=C1C	107	120	90	110	99	98	x	89
CC(=O)c1c(C)nc(SCC(=O)Nc2ccc([N+](=O)[O-])cc2)n1-c1ccc(Cl)cc1	92	98	69	74	80	98	92	57
CC[C@H](CC[C@@H](C)[C@H]1CC[C@H]2[C@@H]3CC=C4C[C@@H](O)CC[C@]4(C)[C@H]3CC[C@]12C)C(C)C	100	103&100	105&97	103&97	97	117&100	104&106	101&96
CCOC(=O)/C(=C\c1ccc2ccccc2c1)P(=O)(OCC)OCC	40	19	32	17	64	55	72	9.3*
COc1ccc(Nc2nc(N)nc3c(OC)nccc23)cc1	93	115	74	99	111	106	123	95
CC(=O)Nc1cc(Cl)ccc1F	x	97	123	108	118	112	114	94
Cc1ccc(-c2nc3nc(-c4ccccc4)nc(N4CCCN(S(C)(=O)=O)CC4)c3o2)cc1	94	71	92	87	75	86	56	82
CC1(C)CC(=O)C([C@H](c2ccc(Cl)cc2)N2c3ccccc3Sc3ccccc32)C(=O)C1	86	101	72	90	x	97	93	x
COc1cc2c(c(OC)c1OC)C(=O)CC(c1cccc(NC(=O)c3cccc(NC(=O)[C@H](C)NC(=O)OC(C)(C)C)c3)c1)O2 (some centres undefined)	37	86	20	74	77	51	70	40
COc1cc(/C=N/Nc2ccnc3cc(Cl)ccc23)cc(OC)c1O	103	98	-56*	-39*	112	119	-88*	101
CCCC#CCN(CC)CC	120	108	108	105	94	114	111	99
Cc1ccccc1C1=N[C@@H](Cc2ccccc2)C(=O)c2c(nc3ccccn23)N1	97	113	104	102	87	115	109	103
CC(=O)N(C)c1cccc2cccc(S(=O)(=O)O)c12	112	115	102	104	102	94	89	103
Nc1cc(N)c2cccnc2c1O	90	74	93	64	76	98	85	43
OCCN(Cc1ccccc1)Cc1ccccc1	118	104	102	98	105	113	112	101
O=S(=O)(O)c1cc(O)c2c(O)cc(S(=O)(=O)O)cc2c1	106	108	93	99	x	104	105	99
CCN1CCN(c2nc(NCCCNc3ccnc4cc(Cl)ccc34)c3ccccc3n2)CC1	69	-66*	-4.7*	79	-83*	-11*	-73*	-76*
C[Si](C)(CCl)O[Si](C)(C)CCl	100	110	101	95	99	109	87	83
CCCCCCSCCCCCC	105	110	96	110	99	108	95	103
CCCCCCOC(=O)N1CCCC1	x	127	98	101	100	112	107	101
COc1ccc(-c2nc(C(=O)Nc3cc(F)cc(F)c3)nn2-c2cccc3ccccc23)cc1OC	78	96	76	92	103	89	82	87
O=C(O)C(Oc1ccc(Cl)cc1)c1ccc(Cl)cc1 (centres undefined)	115	109	110	113	100	122	102	98
NC(=O)c1cc(-c2ccc3ncnc(N4CCc5cc(F)c(Cl)cc54)c3c2)cnc1N	-14*	29	0.0*	-7.7*	55	-52*	25	26

Single records, as listed above. Order of values: BT-549	SK-MEL-28	T-47D	HS 578T	UACC-257	SK-MEL-2	MALME-3M	UACC-62
`OCCN(Cc1ccccc1)Cc1ccccc1` in the list: 118	104	102	98	105	113	112	101
`CCN1CCN(c2nc(NCCCNc3ccnc4cc(Cl)ccc34)c3ccccc3n2)CC1` in the list: 69	-66*	-4.7*	79	-83*	-11*	-73*	-76*
`COc1ccc(-c2nc(C(=O)Nc3cc(F)cc(F)c3)nn2-c2cccc3ccccc23)cc1OC` in the list: 78	96	76	92	103	89	82	87
`COc1ccc(Nc2nc(N)nc3c(OC)nccc23)cc1` in the list: 93	115	74	99	111	106	123	95
`CC(=O)c1c(C)nc(SCC(=O)Nc2ccc([N+](=O)[O-])cc2)n1-c1ccc(Cl)cc1` in the list: 92	98	69	74	80	98	92	57

The list goes on:
SMILES	BT-549	SK-MEL-28	T-47D	HS 578T	UACC-257	SK-MEL-2	MALME-3M	UACC-62
CC(O)C#CC(C)O (centres undefined)	102	116	90	109	110	99	100	112
COc1ccc(NC(=O)Cn2cnc3c(cc(-c4ccccc4)n3-c3ccncc3)c2=O)cc1	107	112	87	112	107	118	x	107
Cc1ccc(-n2cnc3c(NC(=O)Nc4ccccc4)ncnc32)cc1	102	102	90	109	112	98	82	93
Nc1ccc(C2=Nc3cccc4cccc(c34)S2)cc1	83	111	8.6*	92	84	88	94	80
COc1ccc(-c2nc(-c3ccccc3O)cn3ccnc23)cc1	60	102	63	80	113	116	107	82
Cc1c(C(=O)/C=C/Nc2cccc(C(=O)O)c2)sc2nc3ccccc3n12	109	110	107	111	106	123	108	100
CCCCCC(O)c1ccccc1 (centres undefined)	x	106	104	119	102	x	131	108
C/C(=N\NC(=S)Nc1cc(C)ccc1Cl)c1cc2ccccc2oc1=O	116	101	95	97	104	x	88	93
COc1ccc(/C=C/C(=O)Nc2ncnc3nc[nH]c23)cc1	103	99	91	101	100	96	96	82
O=C(N/N=C/c1c(Cl)cccc1Cl)c1ccc(C(F)(F)F)nc1Nc1cccc(C(F)(F)F)c1	-5.8*	37	-9.1*	11	7.6*	26	5.8*	-3.0*
Brc1ccc(-c2nnc(CN3C=NC4C(N5CCOCC5)=NC=NC43)o2)cc1 (centres undefined)	111	108	107	98	121	107	106	95
O=C1C(O)=C(c2ccccc2)C(=O)N1c1ccccc1	91	103	95	99	102	91	111	95
O=C1Nc2ccc(Cl)cc2/C1=C\c1c(-c2ccc(Cl)cc2)nc2sc(C3CC3)nn12	65	46	51	7.4*	63	103	42	38
CC(=O)O[C@H]1C/C=C\CC(=O)[C@@]2(C)O[C@@H]2CC[C@H](C)C1	99	102	89	102	112	115	88	92
COc1ccc(-c2nc(SC(C)C)nc(NN)c2C#N)cc1	91	80	70	77	107	92	94	48
CCCCCCCC/C=C\CCCCCCCC(=O)OCCCCC	114	105	106	105	114	127	97	101
COc1ccc(-c2cn(CC(=O)Nc3nc4ccccc4s3)nn2)cc1	107	110	112	115	111	106	104	103
COc1ccc(C2C(C(=O)Nc3ccc(F)cc3)=C(C)NC3=C2C(=O)CC(C)(C)C3)cc1 (centres undefined)	99	102	94	86	106	106	107	94
COc1cnc2c(c1)C(=O)c1c-2n(CCCNCCN2CCOCC2)c(=O)c2cc([N+](=O)[O-])ccc12	13	47	16	27	5.3*	19	-12*	x
Cc1ccc(C(OC(=O)C2CCc3cc(F)ccc3O2)C(=O)NC(C)(C)C)cc1 (centres undefined)	82	98	57	82	103	97	87	63
C=C(C)[C@@H]1CC[C@]2(C(=O)N3CCN(C)CC3)CC[C@]3(C)[C@H](CC[C@@H]4[C@@]5(C)C/C(=C/c6cccnc6)C(=O)C(C)(C)[C@@H]5CC[C@]43C)[C@@H]12	83	83	54	76	67	83	71	81
CCNC(=S)n1nc(-c2cc(OC)c(OC)c(OC)c2)nc1N	106	109	112	91	113	108	88	96
O=S(=O)(NC1CCN(Cc2ccccc2)CC1)c1ccc2ccccc2c1	90	64	61	87	91	77	80	42
CC(C)[C@@H](C)/C=C/[C@@H](C)[C@H]1CCC2=C3C=CC4=CC(=O)CC[C@]4(C)[C@H]3CC[C@@]21C	102	113	91	108	x	101	110	95
